# Pemphigus Ab inh – inhibitors of pemphigus antibody binding to DSG3, primary screen, biochemical, bead-based, flow cytometry, scFv-GFP; AID 588358, 2011; 310,000 tested, 0.48% active; DSG3-coupled beads, scFv-anti-DSG3-GFP binding; stronger effect = lower value; Desmoglein-3 (Homo sapiens), P32926; binding (percent of control), % at 10 µM;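 active = binding more than 3 SD below its plate's average and above zero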;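 also: hits lower antibody fragment binding to DSG3; some compounds called inactive have numbers as strong as hits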
# DAGLB inhibitor – DAGLB lipase inhibitors, primary screen, biochemical, fluorescence, HTS. Diacylglycerol lipase-beta (Homo sapiens), Q8NCG7. HEK293T DAGLB membrane lysate, EnzChek fluorogenic substrate. inhibition, % at 5.17 µM. 340,000 tested, 0.059% active; in the data active = inhibition above about 34%;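 also: 0% = enzyme with vehicle and 100% = wells lacking enzyme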
# HTR5A ag ctr – HTR5A agonists in luminescence cell assay, primary screen, counter-screen for OPRM1-OPRD1 heterodimer agonist project, full-deck HTS; AID 504692, 2011; 5-hydroxytryptamine receptor 5A (Homo sapiens), P47898; activation, % at 9.3 µM; 340,000 tested, 0.61% active; cell-based; in the data active = activation mostly above about 9.5%, no sharp cut-off; inactive = mostly below about 7.6%;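 also: 0% = cells with vehicle only and 100% = reference agonist; strong numbers were not always called active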
# Target sequence (P47898 whole entry, looked up): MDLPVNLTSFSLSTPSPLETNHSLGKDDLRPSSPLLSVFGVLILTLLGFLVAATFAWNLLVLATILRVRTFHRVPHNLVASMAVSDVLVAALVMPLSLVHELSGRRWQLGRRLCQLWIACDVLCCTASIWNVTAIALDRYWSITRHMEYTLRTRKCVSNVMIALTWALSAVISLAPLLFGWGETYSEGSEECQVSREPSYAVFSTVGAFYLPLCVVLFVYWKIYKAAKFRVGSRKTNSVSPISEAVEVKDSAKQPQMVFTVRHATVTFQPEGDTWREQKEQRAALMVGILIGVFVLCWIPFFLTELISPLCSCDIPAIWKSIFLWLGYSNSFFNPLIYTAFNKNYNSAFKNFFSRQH
# OPRM1-OPRD1 ag – agonists of OPRM1-OPRD1 heterodimerization, primary screen, cell-based, luminescence; Mu-type opioid receptor (Homo sapiens) + Delta-type opioid receptor (Homo sapiens), …; cells; activation, % at 9.3 µM; 340,000 tested, 0.3% active; AID 504326, 2011; in the data active = activation above about 18%;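 also: 0% = vehicle-treated cells and 100% = reference agonist; values of inactives mirror those of a sister screen read the other way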
# HTR5A inv ctr – HTR5A inverse agonists in luminescence cell assay, primary screen, counter-screen for OPRM1-OPRD1 heterodimer inverse agonist project, full-deck HTS; HTR5A cell line, inverse agonism; inhibition, % at 9.3 µM; 340,000 tested, 0.083% active; AID 504634, 2011; in the data active = inhibition mostly above about 23%, no sharp cut-off; inactive = mostly below about 18%;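 also: 0% = cells with DMSO and 100% = no-cell wells with DMSO; some compounds called inactive have numbers as strong as hits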
# PKA-R2B activ – activators of PKA-R2B holoenzyme, primary screen, biochemical, fluorescence polarization, Cy5-IP20, human | PKA-R2B holoenzyme dissociation; R2B truncated from residue 108, S112A mutant; 0% DMSO only, 100% 113 µM cGMP | activation, % at 11.4 µM | 340,000 tested, 0.079% active | AID 504700, 2011;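 active = activation above a cutoff set at the mean over all compounds plus 3 SD, cut at about 18% in these data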;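 also: higher means more holoenzyme dissociation and a rise in polarization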
# Target sequence (P31323 whole entry, looked up, other chains not shown, the tested form may be a part): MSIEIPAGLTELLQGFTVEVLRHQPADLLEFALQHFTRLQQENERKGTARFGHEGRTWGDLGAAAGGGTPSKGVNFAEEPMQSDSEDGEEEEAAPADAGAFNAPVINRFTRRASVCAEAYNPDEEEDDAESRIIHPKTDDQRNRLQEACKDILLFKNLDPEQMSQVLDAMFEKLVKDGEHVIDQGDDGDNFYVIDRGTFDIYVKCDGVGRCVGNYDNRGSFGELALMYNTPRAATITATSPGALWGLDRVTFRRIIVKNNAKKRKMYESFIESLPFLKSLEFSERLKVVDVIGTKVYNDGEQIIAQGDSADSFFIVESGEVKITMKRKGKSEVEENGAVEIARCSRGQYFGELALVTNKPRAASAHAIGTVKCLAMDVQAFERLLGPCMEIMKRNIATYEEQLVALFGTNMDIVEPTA
# PKA-R1A act – activators of PKA-R1A holoenzyme, primary screen, biochemical, fluorescence polarization, Cy5-IP20, bovine R1A, mouse PKAc; cAMP-dependent protein kinase type I-alpha regulatory subunit (Bos taurus) + …; PKA-R1A dissociation; scaled: DMSO 0%, 113 µM cGMP 100%; activation, % at 11.4 µM; 340,000 tested, 0.083% active; AID 504707, 2011;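 active = percent activation above the mean of all tested compounds plus 3 SD, cut at about 19% in these data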;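 also: higher means more PKAc released from R1A so a rise in polarization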
# Arr AP2 block – inhibitors of beta-arrestin/AP2 binding, primary screen, biochemical, GPCR trafficking, flow cytometry; AID 504490, 2011; 340,000 tested, 0.31% active; beta-arrestin 1 C-terminal peptide binding to AP2 beta2-adaptin appendage (human); inhibition, % at 10 µM; FITC-arrestin peptide / GST-AP2 beads; AP2 beta2 appendage carries R879A mutation;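 active = inhibition above a set limit, near 3 SD of compounds lacking own fluorescence, cut at about 54% in these data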;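 also: plate controls were DMSO wells for no effect and 5 µM unlabelled arrestin peptide for full effect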
#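 System: GST-AP2 R879A glutathione beads | Also added: FITC-arrestin peptide, 50 nM | Times: 12 min plus 1 h, RT | Signal: Bead flow cytometry, FITC channel | Buffer or medium: PBS with 0.05% Tween 20 and 0.1% BSA | Read-out basis: Percent drop in bead-associated FITC signal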
# V-ATPase pH – regulators of yeast V-ATPase proton pumping, primary screen, pHLuorin cytosolic pH fluorescence; response, % at 10 µM; 350,000 tested, 0.37% active; S. cerevisiae; in the data active = response mostly above about 7.3%, no sharp cut-off; inactive = mostly below about 5.4%; also: actives read high; inactives centre near 0; some compounds called inactive have numbers as strong as hits; reference of the scale not given here
# OPRM1-OPRD1 inv – inverse agonists of MOR-DOR heterodimerization, primary screen, cell-based, luminescence; Mu-type opioid receptor (Homo sapiens) + Delta-type opioid receptor (Homo sapiens), …; cell-based MOR-DOR heterodimer luminescence, inverse agonism; inhibition, % at 9.3 µM; 340,000 tested, 0.21% active; in the data active = inhibition above about 22%, passing the limit was not always enough;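 also: 0% = cells with DMSO and 100% = wells without cells with DMSO; values of inactives mirror those of a sister screen read the other way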
# * hit, by the source's call; x = not tested or not shown. Rows are unselected; overall some 2.4% were active at least once.
SMILES,Pemphigus Ab inh,DAGLB inhibitor,HTR5A ag ctr,OPRM1-OPRD1 ag,HTR5A inv ctr,PKA-R2B activ,PKA-R1A act,Arr AP2 block,V-ATPase pH,OPRM1-OPRD1 inv
Cc1c(C(=O)Nc2ccc(S(=O)(=O)NCC3CCCO3)cc2)cccc1[N+](=O)[O-] (stereo not drawn),98,-1,2,-1.7,-5,-3,11,27,2,9
Cc1cc(NS(=O)(=O)c2ccc(NC(=O)CSc3nc4sc(C(=O)O)c(C)c4c(=O)[nH]3)cc2)no1,101,1,5,-2.7,14,1,4,10,-1,14
Cc1ccc(OCCC(=O)OCC(=O)NCCNC(=O)COC(=O)CCOc2ccc(C)cc2)cc1,105,-2,x,x,x,-4,-4,x,-2,x
CC(Sc1nc2cc([N+](=O)[O-])ccc2n1-c1ccc(F)cc1)C(=O)NCc1ccc2c(c1)OCO2 (stereo not drawn),123,0,1,-2.8,13,-13,-9,32,2,15
O=C(C1COc2ccccc2O1)N1CCN(S(=O)(=O)c2cc(F)ccc2F)CC1 (stereo not drawn),90,-2,0,-1.7,1,7,-9,25,-6,7
CCOc1cc(S(=O)(=O)NCCc2ccc(OC)c(OC)c2)c(OCC)cc1-n1cnnn1,102,-3,3,-2.3,-2,-5,1,6,0,12
CC1CC(C)CN(C(=O)C2CCCN(S(=O)(=O)c3cccc4nonc34)C2)C1 (stereo not drawn),100,-5,2,-1.1,9,-9,-2,10,-1,5
O=C(NCCNC(=O)c1cnccn1)c1cccc(Cl)c1,x,0,-3,-0.2,8,6,-5,-19,4,2
CCOC(=O)N(C)C[C@H]1OCc2cn(nn2)CCCC(=O)N([C@H](C)CO)C[C@@H]1C,109,-3,x,x,x,-9,-3,x,1,x
Cc1ccc(C)c(NC(=O)CSc2nc3nc(-c4cccs4)cc(C(F)(F)F)c3c(=O)[nH]2)c1,91,14,9,-1.2,27,-2,-6,-2,1,6
CCCOc1cccc(OCCSc2nc(C)cc(=O)[nH]2)c1,99,-2,1,1.2,-11,-4,-4,-4,1,-7
C#CCNC(=O)C1=C[C@H](c2ccc3c(c2)OCO3)[C@@H](CCCO)[C@H](OCC)O1,101,-3,-8,-0.1,21,-4,-8,1,5,1
COc1ccc(N/N=C(C)/C(=N/O)C(=O)Nc2ccccc2)cc1,97,2,-1,-1.1,4,1,-9,13,1,6
CN(C(=O)COC(=O)c1ccc2c(c1)OCO2)C1CCS(=O)(=O)C1 (stereo not drawn),103,-2,5,-1.9,-15,-6,-4,18,23*,10
CCc1noc(C)c1C(=O)Nc1cc(S(=O)(=O)N2CCOCC2)ccc1OC(C)C,104,1,6,-1.8,-10,-10,-5,-8,4,12
CC(C)N1CCN(Cc2cccn2-c2nccs2)CC1CCO (stereo not drawn),103,-1,1,0.7,-9,-13,8,-15,0,-3
CC1=CN2C(=N)/C(=C/c3ccc(Sc4ccc(C)cc4)o3)C(=O)N=C2S1,99,3,-3,-0.7,10,-11,4,25,0,3
O=C(O)/C=C/C(=O)Nc1ccc(OC(F)(F)Cl)cc1,100,2,2,-2.6,-5,-7,3,4,0,15
CCN(CC(=O)Nc1ccc2c(c1)OCCO2)C(=O)C(C)Oc1ccc(Cl)cc1 (stereo not drawn),108,4,-4,-0.5,-2,-2,-1,10,2,3
N#CC1=C(N)Oc2ccc3ccc(O)cc3c2C1c1ccsc1 (stereo not drawn),95,-5,0,2.0,0,3,-2,5,-1,-14
CC(=O)c1c(C)[nH]c(C(=O)COC(=O)c2cc(S(=O)(=O)N(C)c3ccccc3)ccc2Cl)c1C,112,-1,6,-1.8,-41,-1,-5,9,0,10
CCN(CCNC(=O)C1CCC(=O)N1Cc1ccc(C)cc1)c1ccccc1 (stereo not drawn),102,2,2,0.6,-5,-1,12,9,-3,-3
Cc1ccc(N(C(=O)CCC(=O)Nc2cc(C)on2)C(C(=O)NC2CCCC2)c2ccccc2)cc1 (stereo not drawn),89,1,3,-1.2,-8,4,11,21,-5,8
Cc1ccc(N(C(=O)CNC(=O)c2ccco2)C(C(=O)NCC2CCCO2)c2ccccc2)cc1C (stereo not drawn),107,-1,3,-1.5,-9,-7,-1,3,4,8
CCc1ccc(CNC(=O)CCCC(=O)n2nc(C)c3ccccc32)cc1,102,-5,-4,-1.6,13,-5,-17,8,1,8
SMILES,Pemphigus Ab inh,DAGLB inhibitor,HTR5A ag ctr,OPRM1-OPRD1 ag,HTR5A inv ctr,PKA-R2B activ,PKA-R1A act,Arr AP2 block,V-ATPase pH,OPRM1-OPRD1 inv
O=C(O)C1=C[C@H](c2coc3ccccc3c2=O)C[C@H](OCCCCO)O1,109,-1,3,-3.1,-9,-9,-4,4,4,18
c1ccc(-c2nnc(-c3ccccn3)s2)nc1,97,-3,4,-2.3,-13,-4,12,3,-1,12
COC(=O)CNC(=O)Cn1cnc2sc(C)c(S(=O)(=O)N3CCC(C)CC3)c2c1=O,101,4,2,-1.2,-3,-9,-6,3,-5,7
O=C(O)c1cccc2cc(-c3ccccc3)oc(=O)c12,96,0,-1,-3.7,5,-1,-1,-7,-1,18
Cc1cccc(OCC(=O)Nc2nc(-c3ccncc3)cs2)c1,104,-4,2,3.1,-9,0,2,-1,2,-12
Cc1ccc(-c2ccc(CN3C(C)C(=O)N(Cc4cn(CC5CCCCC5)nn4)CCS3(=O)=O)cc2)cc1 (stereo not drawn),x,0,x,x,x,-9,-19,x,-1,x
COc1ccc2[nH]c(=O)c(C(c3nnnn3C(C)(C)C)N(Cc3ccco3)CC3CCCO3)cc2c1 (stereo not drawn),100,3,-8,-3.3,14,-9,-9,-4,-3,19
CNc1ccc(C(=O)OCC(=O)NCc2ccc3c(c2)OCO3)cc1[N+](=O)[O-],x,4,4,-3.6,-10,1,-8,96*,3,15
Cc1nn(-c2ccccc2)c(C)c1C(=O)OCC(=O)N1c2ccccc2NC(=O)C1(C)C,98,0,-3,1.2,-37,-10,-6,-53,1,-7
CC/C(=N/N=C(\CC)c1ccccc1)c1ccccc1,101,-12,-3,7.4,13,-11,1,5,-1,-41
COc1ccc(S(=O)(=O)N(C)C[C@H]2Oc3c(cccc3N(C)C)C(=O)N([C@H](C)CO)C[C@@H]2C)cc1,104,0,5,2.5,-12,1,-11,12,6,-15
C=CCSc1nnc(NC(=O)C2CC(=O)N(c3ccc4c(c3)OCCO4)C2)s1 (stereo not drawn),x,-1,12,-5.2,-29,-11,-18,0,-1,21
CC(NC(=O)C12CC3CC(CC(C3)C1)C2)c1ccc(F)cc1 (stereo not drawn),x,-2,2,1.0,-5,-9,-8,20,3,-7
CCc1nc(CN2CCCC(C(=O)Nc3ccc(-c4cccc(OC)c4)cc3)C2)c(C)[nH]1 (stereo not drawn),102,-1,x,x,x,2,-1,x,x,x
CC1(CN2CCCC2)CCC(NC(=O)C(c2ccccc2)c2ccccc2)C(C)(C)O1 (stereo not drawn),111,-4,x,x,x,-3,-4,x,-2,x
CCCn1c(N)c(C(=O)CSc2nc3ncc(Cl)cc3[nH]2)c(=O)[nH]c1=O,101,-4,-2,-5.2,-12,-8,7,19,2,20
COc1ccc(C2=NN(C(=O)CSc3nnc(C)c(=O)n3N)C(c3ccco3)C2)cc1 (stereo not drawn),118,-3,1,-0.8,-2,-3,-3,-6,-2,4
Cc1ccccc1NC(=O)c1ccc2ccccc2c1,108,-3,0,-2.9,0,-5,-2,10,-3,13
O=C(NCCOc1cccc(Cl)c1Cl)c1cc(-n2cnnc2)ccc1Cl,98,-1,2,0.4,17,5,-5,-2,6,-2
CC(=O)Nc1cccc(C(=O)Nc2cccc(S(=O)(=O)NCc3ccco3)c2)c1,89,1,-3,-4.2,7,-1,6,2,1,17
CN1/C(=C\C(=O)COC(=O)c2ccc([N+](=O)[O-])o2)C(C)(C)c2ccccc21,111,-5,-4,-0.2,11,-10,-6,6,0,1

# Molecules shown so far with an aryl methoxy group:
SMILES,Pemphigus Ab inh,DAGLB inhibitor,HTR5A ag ctr,OPRM1-OPRD1 ag,HTR5A inv ctr,PKA-R2B activ,PKA-R1A act,Arr AP2 block,V-ATPase pH,OPRM1-OPRD1 inv
CCOc1cc(S(=O)(=O)NCCc2ccc(OC)c(OC)c2)c(OCC)cc1-n1cnnn1,102,-3,3,-2.3,-2,-5,1,6,0,12
COc1ccc(N/N=C(C)/C(=N/O)C(=O)Nc2ccccc2)cc1,97,2,-1,-1.1,4,1,-9,13,1,6
COc1ccc2[nH]c(=O)c(C(c3nnnn3C(C)(C)C)N(Cc3ccco3)CC3CCCO3)cc2c1 (stereo not drawn),100,3,-8,-3.3,14,-9,-9,-4,-3,19
COc1ccc(S(=O)(=O)N(C)C[C@H]2Oc3c(cccc3N(C)C)C(=O)N([C@H](C)CO)C[C@@H]2C)cc1,104,0,5,2.5,-12,1,-11,12,6,-15
CCc1nc(CN2CCCC(C(=O)Nc3ccc(-c4cccc(OC)c4)cc3)C2)c(C)[nH]1 (stereo not drawn),102,-1,x,x,x,2,-1,x,x,x
COc1ccc(C2=NN(C(=O)CSc3nnc(C)c(=O)n3N)C(c3ccco3)C2)cc1 (stereo not drawn),118,-3,1,-0.8,-2,-3,-3,-6,-2,4
